GPR55 beta-arrestin – GPR55 agonists via beta-arrestin recruitment, primary screen, imaging, U2OS cells, beta-arrestin-GFP redistribution (AID 1961) | U2OS GPR55 beta-arrestin-GFP redistribution imaging; higher % means a stronger effect | one-dose activation, % at 10 µM; EC50 in µM for titrated hits | actives 0.048% (n = 290,000);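 active = activation above 40% with more than 50 cells counted in the well; inconclusive = wells holding fewer than 50 cells, flagged as toxic or sparse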;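 note: U2OS osteosarcoma cells stably expressing GPR55 and beta-arrestin-GFP; plate controls were DMSO negative control for no effect and LPI positive control for full effect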
GPR35 arrestin U2OS – GPR35 antagonists blocking zaprinast-driven arrestin recruitment, primary screen, imaging, U2OS, beta-arrestin-GFP, zaprinast agonist (AID 2058); U2OS GPR35 beta-arrestin-GFP translocation imaging, zaprinast antagonism; higher % means a stronger effect; actives 0.052% (n = 290,000); inhibition, % at 10 µM; hits with a dose series show IC50 in µM;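 active = inhibition of at least 50% with at least 30 cells and total cytoplasm GFP at most 10,000,000; inconclusive = under 30 cells or total GFP of 10,000,000 plus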
GPR55 LPI antagonism – GPR55 antagonists blocking LPI-driven arrestin recruitment, primary screen, imaging, U2OS, beta-arrestin-GFP, LPI agonist (AID 2013); U2OS GPR55 beta-arrestin-GFP translocation imaging, LPI antagonism; higher % means a stronger effect; one-dose inhibition, % at 10 µM; IC50 in µM for titrated hits; actives 0.13% (n = 290,000);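 active = spots per cell inhibited over 60%, with over 100 cells counted and total cytoplasm intensity under 500,000; inconclusive = wells with under 100 cells, flagged as likely toxic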;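 note: U2OS cells stably carrying GPR55 and arrestin-GFP stimulated by 5 µM LPI near EC80; imaged beta-arrestin-GFP aggregate spots per cell after agonist stimulation; plate controls were LPI-stimulated DMSO wells for no effect and DMSO wells without LPI for full effect; some results filed as inactive read as strong as hits; confirmed hits need IC50 under 10 µM and bright autofluorescent wells are also inconclusive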
KOR beta-arrestin-1 – KOR antagonists, beta-arrestin recruitment, cell-based, luminescence, uHTS (AID 1778); actives 0.091% (n = 290,000); inhibition, % at 10 µM; hits with a dose series show IC50 in µM; KOR beta-arrestin recruitment, luminescence, antagonist mode; higher % means a stronger effect; in the data active = inhibition above about 50%; note: strong numbers were not always called active
NOD1 NF-kB reporter – inhibition of NOD1-driven NF-kB reporter – cell-based, luminescence, uHTS, primary screen (AID 1578). NOD1-driven NF-kB luciferase reporter cells, luminescence; higher % means a stronger effect. one-dose inhibition, % at 4 µM; EC50 in µM for titrated hits. actives 1% (n = 290,000); in the data active = inhibition mostly above about 36%, no sharp cut-off; inactive = mostly below about 34%;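 note: HEK-293T reporter cells stimulated with the NOD1 agonist gamma-tri-DAP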
HIV fusion peptide – cell-free HIV fusion peptide-binding blockers – biochemical, uHTS, fluorescence dequenching, primary screen (AID 1986). cell-free peptide binding, fluorescence dequenching, 30 min; higher % means a stronger effect. inhibition, % at 20 µM; hits with a dose series show IC50 in µM. actives 0.3% (n = 290,000); in the data active = inhibition mostly above about 52%, no sharp cut-off; inactive = mostly below about 76%; note: some results filed as inactive read as strong as hits
KOR beta-arrestin-2 – KOR agonists, beta-arrestin recruitment, primary screen, cell-based, luminescence, uHTS (AID 1777) | activation, % at 10 µM; hits with a dose series show EC50 in µM | actives 0.02% (n = 280,000) | KOR beta-arrestin recruitment, luminescence; higher % means a stronger effect; in the data active = activation above about 50%, passing the limit was not always enough; note: a part of the inactive calls stands beside numbers as strong as those of hits
West Nile virus CPE – West Nile virus antiviral activity, cell-based, CPE readout (AID 1621); West Nile virus-infected cells, CPE inhibition; higher % means a stronger effect; CPE inhibition, % at 10 µM, or IC50 in µM where a hit was titrated; actives 0.02% (n = 290,000); in the data active = a potency from the dose series; inconclusive = CPE inhibition mostly from about 3.7% at the one dose, without a potency; inactive = the rest, 99 in 100 with CPE inhibition below about 2.2%; note: strong numbers were not always called active
NS5 inhibitors – Dengue-2 NS5 methyltransferase inhibitors, primary screen, biochemical, confirmation dose response (AID 588689) | actives 0.3% (n = 340,000) | Dengue-2 NS5 methyltransferase capping enzyme assay, biochemical; higher % means a stronger effect | inhibition, % at 25 µM, or IC50 in µM where a hit was titrated; in the data active = a potency from the dose series; inconclusive = inhibition above about 29% without an active follow-up result
NS5 inhibitors pilot replicate – recorded beside NS5 inhibitors, whose call it bears; inhibition, %; measured here: pilot screen replicate inhibition
Active calls of the source: *; ? = inconclusive; . = no result given; [ ] = another dose, or the depositor's remark.

SMILES	GPR55 beta-arrestin	GPR35 arrestin U2OS	GPR55 LPI antagonism	KOR beta-arrestin-1	NOD1 NF-kB reporter	HIV fusion peptide	KOR beta-arrestin-2	West Nile virus CPE	NS5 inhibitors	others
O=C(N/C=C/c1ccco1)Nc1cccc(Cl)c1	0.1%	18%	-13%	2%	-15%	20%	0.8%	-0.2%	.
O=c1[nH]c(C2CCN(S(=O)(=O)c3ccccc3)CC2)nc2c1nnn2Cc1ccc2c(c1)OCCO2	-0.2%	0%	-3%	-10%	5%	2.3%	-5.2%	0.9%	-10%
c1ccc(-c2c[n+]3c(n2-c2ccccc2)SCC3)cc1	0.1%	-4%	-2%	31%	15%	-1.4%	-1.7%	1.4%	.
COc1ccc(C(C)=O)cc1CSc1ccc2c(c1)OCCO2	-0.3%	10%	24%	-12%	2%	-1.9%	0.1%	-0.1%	-3%
O=C(O)CCCCn1c(SCc2ccccc2Cl)nc2ccsc2c1=O	-0.6%	-20%	-1%	-39%	10%	6.6%	0.2%	1.4%	1%
CCn1cc(C(=O)NCc2ccco2)c(=O)c2ccc(C)nc21	0.0%	-7%	6%	-6%	-13%	-2.6%	-1.3%	-1.1%	-3%
C/C(=N\NC(=O)CNC(=O)c1cccc(F)c1)c1ccc2ccccc2c1	0.6%	2%	4%	13%	38%	0.1%	0.2%	-1.1%	-2%
S=C(NCCNCc1ccccc1)NC1CCCCC1	-0.4%	-3%	6%	-11%	-44%	1.5%	0.4%	0.0%	.
CCOC(=O)c1cnc(SCC(=O)N2CCOCC2)nc1N	-0.1%	16%	13%	-70%[20 µM]	-48%	-0.4%	.	0.2%	3%
COc1ccc(N2CCN(C(=O)C3CC(O)CN3S(=O)(=O)c3ccc([N+](=O)[O-])cc3)CC2)cc1 (stereo unspecified)	-0.2%	12%	-7%	1%	-18%	-0.7%	5.3%	0.5%	15%
Cc1[nH]c(C)c(S(=O)(=O)NCc2ccc(F)cc2)c1C(=O)N1CCCCC1	0.4%	3%	20%	-35%	-19%	1.6%	4.2%	0.7%	0%
Cc1nn(C)cc1/C=N\NC(=O)c1ccc2c(c1)c(C)c(C)n2Cc1ccccc1	-0.2%	-12%	21%	5%	6%	-0.3%	-2.2%	0.2%	-4%
CC(=O)NC(Cc1ccccc1F)C(=O)NC1CCN(S(=O)(=O)c2ccccc2)CC1 (stereo unspecified)	-0.1%	2%	2%	-24%	-56%	-0.9%	-1.7%	0.1%	-5%
CC1SC(c2ccc(Cl)cc2)NC1=O (stereo unspecified)	-0.2%	3%	0%	-69%	-11%	-0.6%	7.1%	-0.4%	3%
O=C(Cn1ccc2ccccc2c1=O)NCC(=O)N1CCN(c2ccc(F)cc2)CC1	0.3%	-3%	-10%	-20%	-30%	-1.2%	1.1%	-0.4%	2%
CN(C)c1nc(N)nc(-c2nc3ccccc3s2)n1	0.2%	-5%	24%	0%	-38%	-1.9%	-4.1%	-0.5%	-4%
CCN1CCN(CC2COc3ccccc3O2)CC1 (stereo unspecified)	0.2%	-1%	8%	-4%	-13%	-2.7%	1.0%	0.4%	-5%
O=C(O)CCCNc1c(C(=O)Nc2ccc(Cl)cc2)cc([N+](=O)[O-])cc1[N+](=O)[O-]	-0.2%	-6%	17%	11%	-21%	5.2%	-4.1%	0.2%	7%
CSc1ccc(/C=N/N(C)S(=O)(=O)c2ccc(C)cc2)cc1	-0.1%	17%	-2%	13%	6%	-1.1%	-4.9%	-1.2%	0%
CN(C)S(=O)(=O)c1ccc(C(=O)NCC2(N3CCCCC3)CCCCC2)cc1	0.1%	30%	-5%	15%	-30%	-0.8%	-3.8%	-0.5%	-5%
CC(=O)N1c2ccc(S(=O)(=O)N3CCC(C(=O)Nc4cc(C)cc(C)c4)CC3)cc2CC1C (stereo unspecified)	-0.1%	1%	4%	-2%	29%	0.0%	-5.1%	0.3%	-8%
CCOC(=O)c1[nH]c(C)c(/C(O)=C2\C(=O)C(=O)N(CCN(C)C)C2c2ccc(C)o2)c1C (stereo unspecified)	-0.2%	9%	-4%	-11%	-14%	-0.8%	-5.9%	0.2%	-4%
COc1ccc(C2CC(=O)c3c([nH]c(C(=O)OC(C)C)c3C)C2)cc1OC (stereo unspecified)	0.2%	8%	7%	-39%	52%	-0.4%	0.2%	-0.6%	-1%
COc1ccc2[nH]c3nc(SCC(=O)NC4CC4)nnc3c2c1	-0.1%	15%	3%	-24%	-17%	0.1%	-0.1%	-0.9%	-8%
CCCCOc1ccc(S(=O)(=O)N2CCCCCC2)cc1	-0.1%	-1%	5%	46%	-8%	-2.6%	-3.2%	0.0%	-4%
O=C(Nc1nc2c(s1)CCCC2)c1cc(-c2ccc3c(c2)OCO3)nc2ccccc12	-0.1%	5%	-5%	-29%	-8%	4.8%	-5.2%	0.5%	.
Cc1cccc(NC(=O)C[n+]2ccccc2)c1	-0.1%	-4%	-16%	-15%[20 µM]	-17%	-0.5%	-2.9%	0.2%	-6%	NS5 inhibitors pilot replicate=-3.3
Cc1cc(C(F)(F)F)n2nc(C(=O)O)c(Cl)c2n1	-0.1%	14%	8%	-55%	1%	-3.3%	5.5%	0.5%	-1%
Cc1cc(=O)oc2cc(OCc3ccc(S(=O)(=O)N4CCOCC4)cc3)ccc12	-0.1%	-15%	2%	10%	8%	0.9%	-0.6%	-0.4%	-1%
COc1ccccc1NS(=O)(=O)c1ccc2oc(=S)[nH]c2c1	-0.1%	-6%	-1%	16%	-5%	0.8%	4.1%	0.1%	9%
N#Cc1ccc(-c2csc(-c3ccno3)n2)cc1	0.7%	-1%	10%	16%	-1%	-1.1%	-1.1%	0.1%	.
CN(CC(=O)Nc1ccc(Cl)c(Cl)c1)C(=O)/C=C/c1ccc(F)cc1	-0.2%	-12%	11%	8%	-32%	0.7%	-3.0%	-0.3%	1%
O=C1CCC(C(=O)OCC(=O)c2c[nH]c3ccccc23)=NN1	-0.2%	-15%	16%	39%	-36%	3.0%	-0.9%	0.5%	7%
Cn1c(N)c(C(=O)COC(=O)/C=C/c2ccc(OC(F)F)cc2)c(=O)n(C)c1=O	-0.4%	-19%	6%	21%	5%	0.1%	-4.2%	-0.6%	0%
Cc1ccc(-c2csc3ncnc(NS(=O)(=O)c4ccc(Cl)cc4)c23)cc1	-0.2%	3%	-10%	-97%	48%	44%	-2.2%	-0.9%	-1%
COCCn1c(SCC(=O)Nc2cccc(C(=O)OC)c2)nc2ccccc2c1=O	0.1%	8%	-2%	13%	3%	-1.2%	0.8%	-0.9%	0%
CCCc1nc(SCC(=O)N2CCc3ccccc32)c2c(=O)n(C)c(=O)n(C)c2n1	0.6%	3%	8%	9%	3%	-1.4%	-4.2%	.	.
Cc1ccc(C(=O)CSc2ccc(-c3ccccc3)nn2)cc1	-0.3%	11%	3%	7%	-28%	-1.8%	-1.0%	-0.5%	-10%
COC(=O)c1sccc1NC(=O)CC1C(=O)NCCN1C(=O)Nc1cc(Cl)ccc1OC (stereo unspecified)	-0.2%	-7%	6%	23%	0%	-0.3%	0.0%	-0.3%	.
Cc1ccc(NC(=O)CCOc2ccccc2C)cc1F	0.1%	9%	-10%	-12%[20 µM]	-21%	-1.3%	4.1%	-1.1%	-16%

No new results follow: 10 of the compounds above.
SMILES	GPR55 beta-arrestin	GPR35 arrestin U2OS	GPR55 LPI antagonism	KOR beta-arrestin-1	NOD1 NF-kB reporter	HIV fusion peptide	KOR beta-arrestin-2	West Nile virus CPE	NS5 inhibitors	others
CC(=O)N1c2ccc(S(=O)(=O)N3CCC(C(=O)Nc4cc(C)cc(C)c4)CC3)cc2CC1C (stereo unspecified)	-0.1%	1%	4%	-2%	29%	0.0%	-5.1%	0.3%	-8%
CCOC(=O)c1[nH]c(C)c(/C(O)=C2\C(=O)C(=O)N(CCN(C)C)C2c2ccc(C)o2)c1C (stereo unspecified)	-0.2%	9%	-4%	-11%	-14%	-0.8%	-5.9%	0.2%	-4%
COc1ccc(C2CC(=O)c3c([nH]c(C(=O)OC(C)C)c3C)C2)cc1OC (stereo unspecified)	0.2%	8%	7%	-39%	52%	-0.4%	0.2%	-0.6%	-1%
COc1ccc2[nH]c3nc(SCC(=O)NC4CC4)nnc3c2c1	-0.1%	15%	3%	-24%	-17%	0.1%	-0.1%	-0.9%	-8%
CCCCOc1ccc(S(=O)(=O)N2CCCCCC2)cc1	-0.1%	-1%	5%	46%	-8%	-2.6%	-3.2%	0.0%	-4%
O=C(Nc1nc2c(s1)CCCC2)c1cc(-c2ccc3c(c2)OCO3)nc2ccccc12	-0.1%	5%	-5%	-29%	-8%	4.8%	-5.2%	0.5%	.
Cc1cccc(NC(=O)C[n+]2ccccc2)c1	-0.1%	-4%	-16%	-15%[20 µM]	-17%	-0.5%	-2.9%	0.2%	-6%	NS5 inhibitors pilot replicate=-3.3
Cc1cc(C(F)(F)F)n2nc(C(=O)O)c(Cl)c2n1	-0.1%	14%	8%	-55%	1%	-3.3%	5.5%	0.5%	-1%
Cc1cc(=O)oc2cc(OCc3ccc(S(=O)(=O)N4CCOCC4)cc3)ccc12	-0.1%	-15%	2%	10%	8%	0.9%	-0.6%	-0.4%	-1%
COc1ccccc1NS(=O)(=O)c1ccc2oc(=S)[nH]c2c1	-0.1%	-6%	-1%	16%	-5%	0.8%	4.1%	0.1%	9%

Later entries.
SMILES	GPR55 beta-arrestin	GPR35 arrestin U2OS	GPR55 LPI antagonism	KOR beta-arrestin-1	NOD1 NF-kB reporter	HIV fusion peptide	KOR beta-arrestin-2	West Nile virus CPE	NS5 inhibitors	others
CCn1c(SCC(=O)OCc2ccccc2)nnc1-c1ccco1	0.0%	-4%	-6%	-24%	-6%	0.2%	3.9%	?	-1%
O=C(COc1ccc(S(=O)(=O)Nc2ccc(Cl)cc2)cc1)N1CCOCC1	-0.2%	-6%	-10%	-11%	-6%	0.1%	4.2%	-1.0%	-6%
Cc1ccc2c(c1)-c1cc(C)nn1C(c1ccc3c(c1)OCO3)N2 (stereo unspecified)	-0.2%	-8%	6%	4%	-10%	-1.4%	0.6%	.	-3%
Cc1ccc(NC(=O)c2cc([N+](=O)[O-])ccc2NCc2cccnc2)cc1Cl	0.3%	-7%	24%	2%	12%	-2.3%	0.1%	-0.7%	-1%
Cc1ccsc1C=Nc1ccc(O)cc1	0.3%	5%	8%	30%	27%	-0.2%	-2.0%	1.9%	?
O=C(NC1CCCC1)C(c1ccccn1)N(C(=O)c1csnn1)c1ccccc1 (stereo unspecified)	0.0%	14%	?	-26%	-40%	-0.5%	0.8%	-0.5%	-5%

These rows are one share of the data. The share of hits here may be higher or lower than overall.
